Screening results (PubChem)
Myeloid diff 2: compounds promoting myeloid differentiation; calls only at 10 µM; 360,000 tested, 1% active; ER-HoxA9 myeloid progenitors, lysozyme-GFP differentiation, flow cytometry;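 active means normalized GFP-positive differentiation at or above the plate's own cutoff, the solvent-only control mean plus 3 SD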;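 further: cells exposed to compound for four days before flow analysis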
MgcRacGAP inhibition: MgcRacGAP GTPase-activating activity inhibitors, confirmation, biochemical, ADP Hunter fluorescence; inhibition, % at 30 µM; hits with a dose series show IC50 in µM; MgcRacGAP-stimulated Rac1 GTP hydrolysis, ADP Hunter fluorescence; higher % means a stronger effect; GST-tagged Rac1 F28L mutant substrate; 340,000 tested, 0.6% active; AID 624330;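 active means first-screen hits whose inhibition reached a set limit at any dose in the follow-up dose series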;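 further: fluorescence reports GDP produced by GAP-driven GTP hydrolysis; strong numbers were not always called active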
Myeloid diff 2 GFP+ MAC1+ %: second read-out of Myeloid diff 2, no call of its own (marks repeat the call); GFP+ MAC1+ double positive, %; measured here: differentiation confirmed by MAC1 staining
* marks the source's active call; other numbers are inactive results; i = inactive. Not all compounds are listed. The share of hits here may be higher or lower than overall.

SMILES	Myeloid diff 2 GFP+ MAC1+ %	Myeloid diff 2	MgcRacGAP inhibition
Nc1ccn([C@@H]2O[C@H](CNCc3cc(Cl)ccc3OCc3ccc(Cl)cc3)[C@@H](O)[C@H]2O)c(=O)n1	0.6	i	5.3%
Cc1ccc(NS(=O)(=O)c2ccc(C)c(NC(=O)c3ccc(S(=O)(=O)N4CCCCCC4)cc3)c2)c(C)c1	1.0	i	11.6%
C[C@H]1CN([C@@H](C)CO)S(=O)(=O)c2ccc(Br)cc2O[C@H]1CN(C)Cc1ccc(F)cc1	0.2	i	8.9%
COc1ccccc1N1CCN(C(=O)CCCn2c(=S)[nH]c3ccccc3c2=O)CC1	0.8	i	19.2%
CCc1cccc(CC)c1N1C(=O)COCC1=O	1.0	i	4.2%
O=C(COC(=O)c1ccco1)Nc1cccc(S(=O)(=O)N2CCOCC2)c1	0.5	i	4.7%
CCN1C(=O)[C@H]2[C@@H](c3ccccc3)N[C@]3(CCCN(Cc4ccc(C)cc4)C3=O)[C@H]2C1=O	0.4	i	0.6%
Cc1[nH]c(=O)[nH]c(=O)c1NC(=O)c1ccccc1[N+](=O)[O-]	0.4	i	-0.4%
C[C@H](CO)N1C[C@H](C)[C@H](CN(C)C(=O)Nc2ccc3c(c2)OCO3)Oc2ncc(Br)cc2C1=O	2.2	i	11.7%
O=C(Nc1oc2ccccc2c(=O)c1-c1ccc2c(c1)OCO2)c1ccco1	0.9	i	-6.6%
COc1ccc(C)cc1NC(=O)COC(=O)Cc1c[nH]c2ccccc12	1.4	i	13.1%
CCN(CC)C(=O)C1=C(C)N(Cc2ccc(C(C)(C)C)cc2)C(=O)C(CC(=O)NCCc2ccccn2)C1 (stereo not drawn)	0.2	i	15.3%
CS(=O)(=O)Nc1ccc2c(c1)[C@@H]1C[C@@H](CC(=O)NCc3cccnc3)O[C@H](CO)[C@@H]1O2	2.7	i	11.7%
CC1CN(C(=O)c2cccc(NS(=O)(=O)c3ccc(Br)cc3)c2)CC(C)O1 (stereo not drawn)	1.5	i	16.3%
COC(=O)N(C)C[C@@H]1OCc2cnnn2CCCC(=O)N([C@H](C)CO)C[C@H]1C	0.2	i	10.8%
COc1ccc(CC(=O)Nc2cc(F)ccc2F)cc1S(=O)(=O)N1CCOCC1	2.1	i	6.5%
COc1cccc(-c2cc3nc(-c4ccccc4)cc(N4CCN(C(=O)c5ccoc5)CC4)n3n2)c1	1.6	i	8.9%
O=C(Cn1ccc(=O)[nH]c1=O)c1ccc([N+](=O)[O-])o1	0.5	i	7.5%
Cc1ccccc1S(=O)(=O)N(C)C[C@@H]1OCc2cnnn2CCCC(=O)N([C@@H](C)CO)C[C@H]1C	1.0	i	18.6%
CCOc1ccccc1CNn1cnnc1SCC(=O)NC(C)(C)C	1.7	i	15.2%
COc1ccc(NC(=O)CCNC(=O)c2ccccc2Cl)cc1S(=O)(=O)N1CCCCC1	0.9	i	9.6%
O=C(OCc1cn([C@H]2CN(C(=O)c3cccs3)[C@@H](c3ccccc3)C[C@@H]2O)nn1)c1ccccc1	0.8	i	7.3%
CCC[C@H]1CN(c2ccc(Br)cc2)C(=O)[C@@H]1CC(=O)NC	0.4	i	12.3%
O=C(Nc1nc2ccc(F)cc2s1)c1ccc([N+](=O)[O-])o1	1.7	i	5.9%
CCc1cccc(NC(=O)COC(=O)C2COc3ccccc3O2)c1 (stereo not drawn)	0.7	i	14.1%
CN(C)S(=O)(=O)Nc1ccc(Cc2ccncc2)cc1	1.1	i	17.5%
Cc1ccc([C@H]2C[C@@H](O)[C@H](n3cc(COC(=O)c4ccccc4)nn3)CN2C(=O)C2CCCCC2)cc1	0.3	i	5.5%
CCN1CCN(c2ccc(N3CCN(S(=O)(=O)c4cccc([N+](=O)[O-])c4)CC3)nn2)CC1	1.3	i	11.2%
Cc1cn([C@H]2C[C@H](O)[C@@H](CNS(=O)(=O)c3ccc(NS(=O)(=O)N(C)C)cc3)O2)c(=O)[nH]c1=O	1.8	i	6.6%
CCOC(=O)C1(Cc2ccccc2C)CCCN(C(=O)c2ccc(C(C)=O)s2)C1 (stereo not drawn)	1.2	i	13.1%

Of the compounds above, two have two or more sulfur atoms.
SMILES	Myeloid diff 2 GFP+ MAC1+ %	Myeloid diff 2	MgcRacGAP inhibition
Cc1ccc(NS(=O)(=O)c2ccc(C)c(NC(=O)c3ccc(S(=O)(=O)N4CCCCCC4)cc3)c2)c(C)c1	1.0	i	11.6%
Cc1cn([C@H]2C[C@H](O)[C@@H](CNS(=O)(=O)c3ccc(NS(=O)(=O)N(C)C)cc3)O2)c(=O)[nH]c1=O	1.8	i	6.6%

(listing goes on)
SMILES	Myeloid diff 2 GFP+ MAC1+ %	Myeloid diff 2	MgcRacGAP inhibition
Cc1cccc(NC(=O)CNC(=O)c2cc(S(=O)(=O)N(C)C)ccc2N2CCCC2)c1C	0.7	i	10.9%
CCCCC(=O)Nc1ccc(Cl)cc1F	0.7	i	8.7%
CC(=O)c1c(C)[nH]c(C(=O)OCC(=O)NC(C)c2ccccc2)c1C (stereo not drawn)	1.4	i	-2.7%
CN(C)S(=O)(=O)c1ccc(C(=O)Nc2nnc(SCC(=O)N3CCOCC3)s2)cc1	0.8	i	5.4%
c1ccc(-c2nnc(SCc3ccncc3)o2)cc1	0.5	i	17.2%
COc1ccc([C@H]2C[C@@H](n3cc(C4CC4)nn3)[C@H](O)CN2CC2CCCCC2)cc1	1.9	i	14.0%
O=C(CSc1nnc(N2CCCC2)n1-c1cccc(Cl)c1)N1CCN(c2ccccn2)CC1	0.9	i	4.0%
CCN(CC)C(=O)C1=C(C)N(CCCOC)C(=O)C(CC(=O)NCCc2ccccn2)C1 (stereo not drawn)	1.8	i	-0.5%
C[C@H]1CN([C@@H](C)CO)C(=O)c2cc(C#CC3CCCC3)cnc2O[C@H]1CN(C)C(=O)Cc1ccccn1	0.6	i	-6.3%
O=C(NCc1ccncc1)C(=O)NCC1OCCN1S(=O)(=O)c1ccccc1 (stereo not drawn)	0.6	i	11.8%

Filtered by structure, the compounds so far containing fluorine (4)
SMILES	Myeloid diff 2 GFP+ MAC1+ %	Myeloid diff 2	MgcRacGAP inhibition
C[C@H]1CN([C@@H](C)CO)S(=O)(=O)c2ccc(Br)cc2O[C@H]1CN(C)Cc1ccc(F)cc1	0.2	i	8.9%
COc1ccc(CC(=O)Nc2cc(F)ccc2F)cc1S(=O)(=O)N1CCOCC1	2.1	i	6.5%
O=C(Nc1nc2ccc(F)cc2s1)c1ccc([N+](=O)[O-])o1	1.7	i	5.9%
CCCCC(=O)Nc1ccc(Cl)cc1F	0.7	i	8.7%

The results go on.
SMILES	Myeloid diff 2 GFP+ MAC1+ %	Myeloid diff 2	MgcRacGAP inhibition
O=C(O)Cn1c2ccccc2c2nc3ccccc3nc21	0.8	i	9.9%
COc1ccc(CNC(=O)c2ccc(Cl)c(S(=O)(=O)N3CCCCCC3)c2)cc1	1.9	i	13.5%
Oc1ccccc1C=NNC(=S)NC1CC2C=CC1C2 (stereo not drawn)	1.0	i	5.1%
COC(=O)C1(C)NC(c2cccc(C)c2)C2C(=O)N(c3ccccc3)C(=O)C21 (stereo not drawn)	0.5	i	4.6%
O=C1NCCCN1C1OC(CO)C(O)C1O (stereo not drawn)	0.3	i	2.7%
CC(C)(C)CCN1CCC(CN2CCNC2=S)CC1	0.3	i	11.0%
O=C1[C@H]2[C@@H](c3ccccc3)N[C@]3(CCCN(Cc4ccco4)C3=O)[C@H]2C(=O)N1Cc1ccccc1	0.8	i	7.6%
CCOC(=O)CCCCCC(=O)Nc1ccc2c(c1)C(=O)N([C@@H](C)CO)C[C@@H](C)[C@H](CN(C)S(=O)(=O)c1cccs1)OCCCC[C@H](C)O2	1.3	i	7.8%
CCN(CC)C(=O)C1=C(C)N(CCC2=CCCCC2)C(=O)C(CC(=O)NCCCCc2ccccc2)C1 (stereo not drawn)	2.6	i	12.8%
CCN(CC)S(=O)(=O)c1ccc(N2CCCC2)c(NC(=O)CSCc2c(C)noc2C)c1	0.6	i	11.1%
CN1OC[C@@H]2CN(S(=O)(=O)c3cccc4ccccc34)[C@H](c3ccc(-c4cccnc4)cc3)C[C@@H]21	0.0	i	14.3%
CCN(CC)C(=O)C1=C(C)N(Cc2ccccc2)C(=O)C(CC(=O)NC2CC2)C1 (stereo not drawn)	2.2	i	14.9%
N#Cc1ccccc1OCC(=O)NC1CCCCCC1	0.0	i	-0.1%
O=C(Nc1ccc(C(=O)N2CCCC2)cc1)c1cc(F)c(F)cc1Cl	0.2	i	1.1%
COc1ccc(C(CNC(=O)CSc2ccccc2)N2CCOCC2)cc1 (stereo not drawn)	1.0	i	-31.1%
COc1ccc([C@H]2C[C@@H](n3cc(-c4ccc(F)cc4)nn3)[C@H](O)CN2C(=O)c2cccs2)cc1	0.5	i	-0.1%
COc1ccc(-c2c(N)cnc(C(=O)O)c2C)c(OCc2ccccc2)c1OC	0.4	i	4.1%
C[C@H](CO)N1C[C@H](C)[C@H](CN(C)C(=O)c2ccc3ccn(C)c3c2)OCc2cnnn2CCCC1=O	0.6	i	14.8%
COc1cc(OC)c(C(=O)Nc2cc(S(=O)(=O)N3CCOCC3)ccc2N2CCOCC2)cc1OC	1.9	i	21.2%
S=C1SCN(CCc2ccccc2)CN1CCc1ccccc1	1.0	i	2.2%
CN(CCCn1cnc2c(OCc3ccccc3)ncnc21)Cc1ccco1	3.0	i	12.9%
CC(=O)Nc1sc(C)c(C)c1C(=O)OCC(=O)Nc1ccccc1C(F)(F)F	1.2	i	2.9%
CC(=O)N1CCc2nc3ccccc3cc21	2.2	i	7.6%
NS(=O)(=O)c1ccc(N2C(=O)CCCC2=O)cc1	0.7	i	10.8%
CSc1ncnc2c1ncn2CCCNCC1CCCO1 (stereo not drawn)	0.5	i	6.1%
Cc1ccc(CN2CCC[C@]3(N[C@H](c4ccccc4)[C@@H]4C(=O)N(Cc5ccccc5)C(=O)[C@@H]43)C2=O)cc1	1.0	i	15.0%
COC(=O)[C@H]1C[C@H](OC(=O)NCc2ccc(OC)c(OC)c2)[C@@]2(O)CN(S(=O)(=O)c3ccc(C)cc3)CC2[C@H]1C(=O)OC (stereo partly drawn)	1.3	i	12.4%
CN(CC(=O)Nc1ccc(F)c(F)c1F)C(=O)C1(c2ccccc2)CC1	0.4	i	-27.8%
COc1ccc([C@H]2C[C@@H](O)[C@H](n3cc(COC(=O)c4ccccc4)nn3)CN2C(=O)C2CCCCC2)cc1	2.2	i	13.7%
CCCNC(=O)CSc1nnc(NC(=O)C2CC(=O)N(c3ccccc3OC)C2)s1 (stereo not drawn)	0.3	i	10.5%
COc1ccc(C(=O)NCc2ccc(C)cc2)cc1S(=O)(=O)N1CCOCC1	1.2	i	16.8%
Cc1cccnc1NC(=O)c1ccc(S(=O)(=O)N2CCCC2)cc1	1.3	i	2.9%
CC(C)C1C(=O)N(Cc2cn(CCC3OCCO3)nn2)CCS(=O)(=O)N1Cc1ccc(-c2ccncc2)cc1 (stereo not drawn)	0.3	i	6.4%
CSc1nc2ccc(NC(=O)CS(=O)(=O)c3ccccc3)cc2s1	1.3	i	11.8%
CC(=O)N(C)C[C@H]1Oc2cc(Br)ccc2S(=O)(=O)N([C@H](C)CO)C[C@@H]1C	1.4	i	13.7%
COC(=O)C1C2OC(C(Br)C2Br)C1C(=O)OC (stereo not drawn)	1.0	i	5.2%
C[C@@H](NC(=O)C[C@@H]1C[C@@H]2c3cc(NS(=O)(=O)c4ccc(F)cc4)ccc3O[C@@H]2[C@@H](CO)O1)c1ccccc1	0.2	i	14.8%
C[C@H](CO)N1C[C@H](C)[C@@H](CN(C)Cc2ccc(Cl)c(Cl)c2)OCc2cnnn2CCCC1=O	0.5	i	17.6%
CCN(CC)C(=O)C1=C(C)N(CCCN2CCCC2=O)C(=O)C(CC(=O)NCc2cccs2)C1 (stereo not drawn)	1.7	i	15.8%
Cc1cc(C(=O)CCC(=O)N(C)CC2COc3ccccc3O2)c(C)s1 (stereo not drawn)	1.2	i	-30.7%
COc1cc(CNC[C@H]2O[C@@H](n3ccc(N)nc3=O)[C@H](O)[C@@H]2O)ccc1OCc1cccc(Cl)c1	0.5	i	7.7%
CC1(C)CCCC2(C)C(OCCO)=CC(=O)C=C12 (stereo not drawn)	0.8	i	4.4%
COc1ccc(CN(C)C(=O)c2cccc(S(=O)(=O)NCc3ccccc3)c2)cc1F	1.6	i	8.5%
C[C@@H]1Cn2cnc(C(=O)N[C@@H](C)c3ccccc3)c2C(=O)N1	1.7	i	9.0%
O=C1c2ccccc2S(=O)N1c1cccc(F)c1 (stereo not drawn)	0.5	i	17.8%
C[C@@H]1CN([C@@H](C)CO)C(=O)c2cc(NS(=O)(=O)c3ccc(F)cc3)ccc2O[C@@H](C)CCCCO[C@H]1CN(C)C(=O)NC1CCCCC1	1.4	i	13.2%
Cc1ccccc1Oc1ccc2c(c1)[C@@H]1C[C@H](N(C)C(=S)Nc3ccc(F)cc3)[C@H]([C@H](C)O)C(=O)N1CC2	0.6	i	9.1%
O=c1[nH]c2ccccc2c(=O)c2ccccc12	1.7	i	6.4%
CCCCN1C(=O)C(CC(=O)NCCN2CCOCC2)CC(C(=O)N(C(C)C)C(C)C)=C1C (stereo not drawn)	0.3	i	-7.3%
